# HCV inhibitor = HCV inhibition; Huh7.5.1 HCVcc-Cre infection, luciferase reporter, 44 h; Potency, µM (titrated, usually from 41.8 µM), inactives show at the highest dose activity change, negative = inhibition, actives largely listed as inhibitors; 340,000 compounds, 3.4% hits; AID 651820; also: potency is read from the fitted curve at half-maximal effect
#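 Cells seeded at 1,000/well and cultured 4 h, then compounds added followed by HCVcc-Cre virus (~0.5 moi). After 44 h further culture, luciferase substrate was added, plates held 15 min at room temperature, and luminescence read for 15 sec.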
# Giardia FBPA inh = blocks Giardia fructose-bisphosphate aldolase activity; purified Giardia FBPA; Potency, µM (doses to about 59.6 µM), inactives show top-dose activity, negative = inhibition, most hits filed as inhibitors; 290,000 compounds, 0.71% hits; also: potency is read from the fitted curve at half-maximal effect; nearly all actives have a fitted effect of over 55% in size
# Target sequence (A8B2U2 whole entry, looked up): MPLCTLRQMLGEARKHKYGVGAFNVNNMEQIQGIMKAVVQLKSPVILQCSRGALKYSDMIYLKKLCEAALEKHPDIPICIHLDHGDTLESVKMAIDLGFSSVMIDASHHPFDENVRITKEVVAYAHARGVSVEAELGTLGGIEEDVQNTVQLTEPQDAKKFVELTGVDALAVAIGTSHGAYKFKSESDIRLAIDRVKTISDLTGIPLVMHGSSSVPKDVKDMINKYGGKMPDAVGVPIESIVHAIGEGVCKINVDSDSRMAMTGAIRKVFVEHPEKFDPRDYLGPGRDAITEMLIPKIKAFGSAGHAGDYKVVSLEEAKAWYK
#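 40 nM FBPA preincubated 10 min at RT with compound (up to 57.5 uM final), then substrate plus GAPDH/TPI/NAD/arsenate coupling and diaphorase/resazurin added. Fluorescence read after 20 min at RT, 525/598 nm.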
# AmpC inh detg = inhibitors of E. coli AmpC beta-lactamase with detergent; P00811; AmpC hydrolysis of nitrocefin, absorbance 480 nm, 0.01% Triton; Potency, µM (series often up to 114 µM), for the others: at the highest dose activity change, negative = inhibition, actives largely listed as inhibitors; 370,000 compounds, 0.041% hits;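 also: potency is read from the fitted curve at half-maximal effect; 0% = no-compound wells and -100% = no-enzyme wells; nearly all actives have a fitted effect of over 25% in size; some results filed as inactive show a strong effect at the top dose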
# Target sequence (P00811 whole entry, looked up): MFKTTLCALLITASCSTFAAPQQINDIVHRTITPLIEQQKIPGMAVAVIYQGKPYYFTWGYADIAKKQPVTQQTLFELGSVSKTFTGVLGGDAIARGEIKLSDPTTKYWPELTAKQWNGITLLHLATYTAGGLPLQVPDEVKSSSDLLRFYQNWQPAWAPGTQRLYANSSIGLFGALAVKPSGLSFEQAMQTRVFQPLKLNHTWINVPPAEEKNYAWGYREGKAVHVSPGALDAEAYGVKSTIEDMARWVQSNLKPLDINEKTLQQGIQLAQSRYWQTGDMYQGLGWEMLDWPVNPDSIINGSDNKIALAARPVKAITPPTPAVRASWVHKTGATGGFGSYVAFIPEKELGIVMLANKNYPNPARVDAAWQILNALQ
#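 AmpC (5.3 nM in the dispensed reagent) in 20 mM phosphate pH 7.0 with 0.01% (detergent screen) or 0.0001% Triton X-100 was preincubated with compounds for 15 min at room temperature. Nitrocefin was then added from an 800 uM solution, and hydrolysis was followed at 480 nm.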
# HCMV inh = human cytomegalovirus inhibition; HFF cells, HCMV-luciferase reporter, 72 h; active compounds read low; activity change, negative = inhibition, % at 57.5 µM; 410,000 compounds, 4.5% hits; in the data active = activity change below about -60%; inconclusive = no clear call, values can overlap the other calls; inactive = above about -39%
#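 Luciferase read-out from HCMV-luciferase-infected HFFs (MOI 1 PFU/cell) 72 h post infection at 37C; compounds added after 16 h cell attachment; activity normalized between buffer-only basal and Salinomycin (10uM) inhibitor controls.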
# AMA1-RON2 inh = inhibitors of Plasmodium falciparum AMA1-RON2 interaction; AlphaScreen AMA1-biotinylated RON2 peptide binding; Potency, µM (doses to about 58.2 µM), without a hit: at the top dose activity change, negative = inhibition, hits mostly inhibitors; 360,000 compounds, 0.2% hits;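 also: potency is read from the fitted curve at half-maximal effect; 0% = vehicle wells and -100% = peptide control; nearly all actives have a fitted effect of over 45% in size; some results filed as inactive show a strong effect at the top dose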
#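 AMA1 (3D7) with his tag at 25 nM final met compounds first, then biotinylated RON2 peptide at 25 nM; detection used donor plus acceptor beads, 10 µg/mL apiece, read by AlphaScreen after 30 min at room temperature.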
# Sm TGR inh = blocks Schistosoma mansoni thioredoxin glutathione reductase | purified TGR, DTNB reduction, TNB absorbance 405 nm | Potency, µM (titrated, usually from 114 µM), without a hit: at the highest dose activity change, negative = inhibition, hits mostly inhibitors | 360,000 compounds, 3% hits; also: potency is read from the fitted curve at half-maximal effect; nearly all actives have a fitted effect of over 60% in size
#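 First, TGR (20 nM dispensed) and NADPH were mixed with compound. Second, a 15 min room-temperature incubation followed. Third, further NADPH and then DTNB were added to start the reaction. Finally, TNB absorbance was monitored kinetically.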
# Active calls of the source: *; ? = inconclusive; nt = not tested or not shown; & = joins results of further samples; ! = not confirmed by another sample; [ ] = remark or other dose. Unless noted, calls follow the shape of the dose curve; as a rule, active = well fitted curve in the direction sought with a large enough effect; inconclusive = small, poorly fitted or top-dose-only effect, or another doubt; inactive = no such curve, though single readings can be large; an effect the other way counts as inactive or inconclusive. Unless noted, % is scaled to controls: 0 for no effect and ±100 for the full control effect.
Molecule	HCV inhibitor	Giardia FBPA inh	AmpC inh detg	HCMV inh	AMA1-RON2 inh	Sm TGR inh
O=C(O)CN=C1CC(c2ccccc2)CC(=O)/C1=C(/O)CCCN1C(=O)c2ccccc2C1=O (stereo unspecified)	11%	2%	?	8	-9%	7%
CCCC(=O)N1CCN(c2ccc(NC(=O)C(C)(C)C)cc2Cl)CC1	-12%	0%	3%	96	1%	5%
CCOc1ncnc2c1oc1nc(CC(C)C)c3c(c12)CC(C)(C)OC3	-13%	4%	1%	13	-7%	-24%
N#C/C(=C\c1ccc(OCC(N)=O)cc1)C(=O)NC1CC1	4%	4%	?	-11	-14%	-19%
O=c1sc2ccccc2n1COc1ccccc1	20%	7%	?	-95*	42%[activator]	11%
CC(C)Cc1c(O)nc(SCCN2CCOCC2)[nH]c1=O	18%	4%	?	19	8%	5%
O=C(O)CN1C(=O)SC(Nc2ccc(Cl)cc2)C1=O (stereo unspecified)	6%	10%	?	-13	-4%	-25%
COc1ccc(CNC(=O)COC(=O)c2ccc(S(=O)(=O)N3CCCCC3)cc2)cc1	15%	nt	nt	8	7%	nt
CC(=O)NC12CC3CC(CC(CC(=O)O)(C3)C1)C2	17%	-1%	3%	16	22%	-1%
O=C(Cn1ncc2c3ccccc3n(Cc3ccccc3F)c2c1=O)NCCN1CCOCC1	-13%	6%	0%	-28	-1%	-8%
COc1ccc(C2(C(=O)N3CCOCC3)CCCC2)cc1	16%	nt	-14%	-21	-1%	-13%
Nc1ccc(Oc2ccccc2F)nc1	18%	-22%	-2%	7	-10%	?
Cc1ccc(NC(=O)c2ccc3c(c2)CCN3S(C)(=O)=O)cc1C	11µM*	3%	-19%	72	16%	-9%
COc1ccc(NC(=O)N(C)C[C@H]2Oc3c(NS(=O)(=O)c4cccs4)cccc3C(=O)N([C@@H](C)CO)C[C@@H]2C)cc1	4%	nt	nt	-2	-2%	nt
Cn1c(COc2ccc([N+](=O)[O-])cc2)nnc1SCC(N)=O	15%	0%	-1%	-16	6%	10%
CCOC(=O)C1=CN(Cc2cccc(Br)c2)S(=O)(=O)N(CC)C1C (stereo unspecified)	-17%	nt	nt	0	13%	nt
COc1ccc(/C=C2\Sc3ccc(C(=O)NCCCN4CCCC4)cc3N(C)C2=O)cc1OC	6%	-24%	-13%	?	-11%	-29%
O=c1oc(-c2ccccc2)nc2c1cnn2-c1ccccc1	10%	3%	?	1	2%	-3%
CCOc1ccc2[nH]c(C)cc(=O)c2c1	16%	-24%	?	13	18%	0%
O=C(CSc1ncn[nH]1)NN(c1ccccc1)c1ccccc1	11%	0%	1%	?	27%	7%
CC(C)NC(=O)c1ccccc1NC(=O)CN(c1ccc2c(c1)OCO2)S(C)(=O)=O	4%	-2%	-1%	-16	0%	-9%
O=C1CN=C(c2ccc[nH]2)c2cc(Cl)ccc2N1	0%	-9%	-5%	-94*	39%[activator]	0%
CCN(CCCNC(=O)Cn1ncc2c(=O)oc3ccccc3c21)c1cccc(C)c1	13µM*	-22%	-7%	-25	-6%	-3%
CN(Cc1ccon1)C(=O)CC1C(=O)NCCN1Cc1ccc(F)c(F)c1 (stereo unspecified)	-8%	nt	0%	nt	0%	?
Cc1nc(Cl)sc1C(=O)Nc1cccc(Cl)c1	-5%	-8%	-13%	55	18%	1%
Cc1ccccc1C(=O)Nc1c(C(=O)Nc2cccc(F)c2)oc2ccccc12	nt	nt	2%	-22	nt	-3%
COc1cc(C(=O)N2CCN(S(=O)(=O)c3ccc(C)cc3)CC2)ccc1OCc1c(C)noc1C	-14%	-1%	?	-14	0%	-7%
NC(=S)Cc1nc(-c2ccccc2)cs1	26%	2%	?	-8	16%	0%
O=C(Cc1ccccc1)NC(Oc1ccccc1Cl)C(Cl)(Cl)Cl (stereo unspecified)	-8%	0%	-13%	-23	18%	32µM*
COc1ccc(N(CC(=O)NCCSC2CCCCC2)S(=O)(=O)c2ccc(C)cc2)cc1	0%	nt	-8%	15	-11%	2%
COc1ccc(OC)c(C2(O)CSC(=Nc3cccnc3)N2Cc2ccco2)c1 (stereo unspecified)	?	-7%	-12%	35	-23%	-13%
Nn1cnnc1N/N=C/c1ccc(Cl)c([N+](=O)[O-])c1	9%	13µM*	-15%	14	-10%	?
O=C(CCN1C(=O)c2cccc([N+](=O)[O-])c2C1=O)Nc1nccs1	20%	-9%	1%	14	17%	-23%
Fc1ccccc1Nc1c2c(nc3ccccc13)CCC2	nt	nt	12%	?	nt	9%
COc1ccccc1-c1cc2nc(C)c(CCC(=O)NC(C)CCc3ccco3)c(C)n2n1 (stereo unspecified)	?	-1%	?	-33	-10%	1%
CC(=O)Nc1ccc(Nc2nnc(-c3ccc(C)c(S(=O)(=O)NCC4CCCO4)c3)c3ccccc23)cc1 (stereo unspecified)	8%	-4%	0%	-24	-4%	-1%
Cc1nc(N2CCN(c3ccccc3)CC2)[nH]c(=O)c1CCC(C)C	31%[activator]	5%	?	-19	2%	3%
CCN(CC)c1ccc(-c2sc(Nc3ccccc3)n[n+]2-c2ccc(F)cc2)cc1	-9%	2%	-1%	-4	105%[activator]	-2%
COC(=O)C1=C(c2ccc3ccccc3c2)C[C@@H]2CC[C@H]1N2C(=O)NCC1CC1	?	nt	2%	-40	-3%	?
COc1cc(CN2CCNC(=O)C2CC(=O)NCCC2=CCCCC2)cc(OC)c1 (stereo unspecified)	-6%	-19%	0%	-8	-1%	40µM*
COc1cc2c(cc1OC)C(C(=O)Nc1ccc3c(c1)OCCO3)C1c3ccccc3CCN1C2=O (stereo unspecified)	-5%	-7%	-5%	-19	-2%	-22%
CCc1nnc(NC(=O)CSc2nnc(-c3ccc(O)cc3)n2C)s1	2%	-6%	3%	3	-1%	29%
O=C1/C(=C\c2cccc([N+](=O)[O-])c2O)SC(=S)N1Cc1ccccc1	-16%	-12%	-2%	-64*	-26%	-30%
COC(=O)C1=C(c2ccc(OCc3ccccc3)cc2)C[C@@H]2CC[C@H]1N2C(=O)NCc1ccc(N(C)C)cc1	26%	nt	2%	-12	-6%	-2%
CCOC(=O)N1CCN(C(=O)CCCN2C(=O)CSc3nc(C)cc(C)c32)CC1	6%	-4%	-12%	-20	-11%	1%
Cc1nn(-c2ccccc2)c(C)c1/C=N/NC(=O)c1cc(C(C)(C)C)[nH]n1	?	2%	-1%	9	-5%	2%
Cc1nn(C)cc1/C=N/NC(=O)c1ccco1	11%	6%	-10%	7	5%	0%
O=C(O)C1(c2cccc(Cl)c2)CCC1	25%	-5%	-8%	4	0%	-1%
CCOC(=O)COn1c(=O)c(-c2ccc(Br)cc2)[n+]([O-])c2ccccc21	26%	8%	-1%	39	17%	-15%
O=C(Nc1ccc(Br)cc1F)c1ccc2c(c1)OCCO2	-25%	6%	4%	-18	10%	7%
CCOc1ccccc1/C=N/Nc1nc2ccccc2o1	13µM*	nt	2%	-23	-4%	3%
Cc1cc(C)n(CCNS(=O)(=O)c2ccccc2)n1	20%	-13%	-3%	10	-12%	3%
CCn1cc(C(=O)Nc2ccccc2C(=O)OC)cn1	?	nt	nt	-14	5%	nt
Cc1sc2c(c1C)c(=O)n(-c1ccc(Cl)cc1)c(=O)n2CC(=O)c1ccccc1	nt	nt	7%	-5	nt	6%
Cc1ccc(C)c(NS(=O)(=O)c2cc3c4c(c2)CC(=O)N4CCC3)c1	?	nt	?	-25	-5%	-2%
O=C(N/N=C/c1ccsc1)c1cc2ccccc2o1	13%	-14%	-14%	14	11%	5%
CCCn1nc(C(=O)OCC(=O)Nc2cccc(OC)c2)c2ccccc2c1=O	-5%	3%	?	-8	1%	1%
Cc1nnc(NC(=O)CSc2nnc(-c3ccco3)o2)s1	-14%	?	1%	nt	91%[activator]	7%
NC(=O)c1ccccc1NC(=O)c1ccccc1S(=O)(=O)c1ccccc1[N+](=O)[O-]	21%	3%	-12%	-22	12%	3%
CCOc1ccc(NC(=O)COC(=O)C2(C)CC2(Cl)Cl)c([N+](=O)[O-])c1 (stereo unspecified)	-1%	0%	0%	-27	?	16%

# Further results follow:
Molecule	HCV inhibitor	Giardia FBPA inh	AmpC inh detg	HCMV inh	AMA1-RON2 inh	Sm TGR inh
COc1ccccc1N1CCN(C(=O)c2ccc(Cl)c(S(=O)(=O)N3CCOCC3)c2)CC1	0%	nt	-7%	9	-14%	2%
COC(=O)[C@@]1(Cc2ccc(F)cc2)[C@H]2c3cc(C(=O)N(C)C)n(Cc4ccc(OC(F)(F)F)cc4)c3C[C@H]2CN1C(=O)c1ccccc1	-2%[8.37 µM]	-10%&-11%	0%	-19	nt	-10%
CCOC(=O)C1(CCOc2ccccc2)CCN(Cc2cccc(OC)c2OC)CC1	28µM*	0%	-9%	-3	-7%	-1%
Cc1nn(C)cc1NC(=O)Cn1nc(C(F)(F)F)cc1C1CC1	9%	1%	?	-18	-1%	2%
CCCCc1cc(=O)oc2cc(OCC(=O)Nc3cccnc3)c(Cl)cc12	-9%	nt	1%	-14	-1%	0%
COc1ccccc1NC(=O)Nc1nn(C)c2cccc(N(C)C)c12	?	?	10%	2	?	-19%
COc1cc(NC(=O)CSc2nnc(C)s2)cc(OC)c1OC	?	-3%	-19%	58	0%	-12%
Cc1ccc(C(=O)OCC(=O)c2ccc(CC(=O)N3CCOCC3)s2)c(C)c1	-6%	nt	-20%	nt	-10%	2%
COc1ccc([C@H]2CC(=O)C=C(c3cc(Br)ccc3OC)C2)cc1	?	nt	nt	12	-11%	nt
c1cncc(CNc2ncnc3ccc(-c4cccnc4)cc23)c1	nt	-22%	?	14	nt	3%
Cc1c(C)n2c(SCC(=O)NCc3ccc4c(c3)OCO4)nnc2[nH]c1=O	19%	nt	-17%	-14	3%	-1%
Cc1cc(-c2ccc(C)c(S(=O)(=O)NCCc3ccc(S(N)(=O)=O)cc3)c2)on1	-7%	nt	1%&-5%	-64*!	5%	5%&12%
CCN1CCC2(CC1)N=C(c1ccc(F)cc1)C(=S)N2C(=O)c1ccc(C)cc1	?	-8%	-8%	-7	?	?
S=c1[nH]nc(C2CCCCC2)n1/N=C/C(Cl)=C\c1ccccc1	12%	-10%	-11%	-25	60%[activator]	9%
Cc1nc2nncn2c(NCc2ccc(F)cc2)c1C	nt	nt	19%	?	nt	6%
CC(C)N(C(=O)c1ccc(C(=O)Nc2ccc([N+](=O)[O-])cc2)cc1)C(C)C	20%	8%	-1%	nt	-2%	3%
CN1C2CCC1CC(NC(=O)c1cc(S(=O)(=O)N(C)C)c(Cl)cc1Cl)C2 (stereo unspecified)	-10%	nt	-13%	27	7%	0%
c1ccc(CCNc2nc(-c3ccccn3)cs2)cc1	14%	-25%	-6%	6	43%[activator]	nt

# Screens from PubChem BioAssay.

# Compounds were not picked by outcome (roughly 9.3% active in at least one column).
